Compound activity (PubChem BioAssay)
ATXN2 expr inh: Primary qHTS for Inhibitors of ATXN expression. Potency, µM (highest dose often 57 µM), for the others: at the top dose activity change, negative = inhibition, hits mostly inhibitors. HEK-293 ATXN2-luciferase reporter, luminescence, 24 h. 0.72% of 360,000 active; note: potency is the fitted concentration of half-maximal effect; % is set by controls: 0 for no effect and ±100 for the full control effect; nearly all actives have a fitted effect of over 55% in size
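qHTS (up to 57 uM final) was run with 24 h compound exposure of reporter cells at 37 °C. Each well was multiplexed: SteadyGlo luminescence measured ATXN2-luciferase expression after a fluorogenic Gly-Phe-AFC viability readout (25 uM final).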
ATXN viability: Viability Counterscreen for Primary qHTS for Inhibitors of ATXN expression | Potency, µM (top dose mostly 56.7 µM), hits mostly cytotoxic | S2 cells (HEK-293 line with an ATXN2-luciferase reporter) viability, CellTiter-Fluor protease fluorescence, 24 h | 0.49% of 400,000 active; note: potency is the fitted concentration of half-maximal effect; nearly all actives have a fitted effect of over 40% in size
HepG2 viability: qHTS for Inhibitors of TGF-b: Cytotox Counterscreen | HepG2 CAGA-GFP viability, ATP luminescence, 18 h | Potency, µM (series often up to 46.1 µM), without a hit: at the highest dose activity change, negative = cytotoxicity, hits mostly cytotoxic | 0.76% of 410,000 active | AID 588856, 2011; note: potency is the fitted concentration of half-maximal effect; some results filed as inactive show a strong effect at the top dose
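HepG2 CAGA-GFP cells (1000/well, DMEM with 1% FBS) received compound, then TGF-beta at 500 pg/mL final, and were incubated 18 hours at 37 degrees C. Viability was read by CellTiter-Glo luminescence. Media-only wells were set as complete cell-killing and DMSO as no toxicity.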
A549 viability: Nrf2 qHTS screen for inhibitors: counterscreen for cytotoxicity; A549 ARE-Fluc cells, CellTiter-Fluor viability, 18-24 h; Potency, µM (titrated, usually from 46 µM), for the others: top-dose activity change, negative = cytotoxicity, usual class: inhibitors; 0.16% of 390,000 active; AID 504648, 2011; note: potency is the fitted concentration of half-maximal effect; % is set by controls: 0 for no effect and ±100 for the full control effect
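A549 ARE-Fluc cells in 5% FBS OPTI-MEM, 5000 cells/well, rested 2 h then exposed to compounds in concentration-response for 18-24 h at 37 °C. Viability by CellTiter-Fluor fluorescence (Ex 405/Em 525) after 30 min; luciferase luminescence (BugLite, 15 min, RT) read afterwards.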
TGFb inhibitor: qHTS for Inhibitors of TGF-b | 1.2% of 410,000 active | Potency, µM (highest dose often 46.1 µM), for the others: at the top dose activity, negative = inhibition, hits mostly inhibitors | AID 588855, 2011 | HepG2 CAGA-GFP TGF-b/SMAD3 reporter, GFP fluorescence, 18 h; TGF-beta stimulated, 500 pg/mL final; note: potency is the fitted concentration of half-maximal effect; % is set by controls: 0 for no effect and ±100 for the full control effect; nearly all actives have a fitted effect of over 65% in size
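Cell-based qHTS in HEPG2 carrying a CAGA-GFP Smad reporter; compounds added before 500 pg/mL final TGF-beta, 18 h incubation at 37 degrees C, GFP fluorescence quantified per cell by imaging cytometry.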
Nrf2 inh: Nrf2 qHTS screen for inhibitors | A549 ARE-Fluc reporter, luciferase luminescence, 18-24 h | Potency, µM (highest dose often 46 µM), for inactives: top-dose activity change, negative = inhibition, actives largely listed as inhibitors | 2.1% of 360,000 active; note: potency is the fitted concentration of half-maximal effect; % is set by controls: 0 for no effect and ±100 for the full control effect; nearly all actives have a fitted effect of over 60% in size
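Reporter: ARE-Fluc in A549. Exposure: 18-24 h, 37 °C, 5% CO2, 5% FBS OPTI-MEM. Readouts: fluorescent cytotoxicity (CellTiter-Fluor), then luminescent Nrf2 signal after BugLite.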
IL-1B inflam inh: qHTS for Inhibitors of Inflammasome Signaling: IL-1-beta AlphaLISA Primary Screen; THP-1 LPS/ATP IL-1B secretion, AlphaLISA, 16 h; stronger effect = lower value; activity change, % at 57.5 µM; 4.7% of 360,000 active; AID 743279, 2014; in the data active = activity change below about -50%; inconclusive = mostly about -30% to -49%; note: % is set by controls: 0 for no effect and ±100 for the full control effect
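THP-1 cells pretreated 1 hr with compounds (up to 57.5 uM final), then stimulated with LPS (250 ng/mL final) plus ATP (1.25 mM final); secreted IL-1B measured by AlphaLISA after 16 hr, decreased signal indicating inhibition.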
Nrf2 activator: qHTS of Nrf2 Activators | AREc32 ARE-luciferase reporter (MCF7-derived line), luminescence, 24 h | Potency, µM (titrated, usually from 46.1 µM), for inactives: at the top dose activation, usual class: activators | 0.31% of 410,000 active | AID 624171, 2012; note: potency is the fitted concentration of half-maximal effect; % of control where 0% means no effect; nearly all actives have a fitted effect of over 65% in size
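Steps: seed AREc32_Fluc cells (1000/well, 5% FBS OPTI-MEM); incubate overnight at 37 deg C; add 23 nL compound; incubate 24 hr; add Steady-Glo; hold 30 min RT; read luminescence.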
MCF10A rereplic: A quantitative high throughput screen for small molecules that induce DNA re-replication in MCF 10a normal breast cells; Potency, µM (series often up to 46.1 µM), without a hit: top-dose activity, positive = re-replication, hits mostly activators; 2.9% of 350,000 active; MCF 10A DNA re-replication, Hoechst nuclear intensity, 48 h; note: potency is the fitted concentration of half-maximal effect; % of control where 0% means no effect; nearly all actives have a fitted effect of over 50% in size
The depositor's hits bear a star; i = inactive; ? = inconclusive; · = not tested or not shown; & = joins results of further samples; [ ] = dose if it differs, or a comment. Unless noted, calls come from the whole dose curve; as a rule, active = well fitted curve in the direction sought with a large enough effect; inconclusive = small, poorly fitted or top-dose-only effect, or another doubt; inactive = no such curve, though single readings can be large; an effect the other way counts as inactive or inconclusive. The list is partial, so the mix of outcomes need not match the whole.

SMILES | ATXN2 expr inh | ATXN viability | HepG2 viability | A549 viability | TGFb inhibitor | Nrf2 inh | IL-1B inflam inh | Nrf2 activator | MCF10A rereplic
COC(=O)C1=C(c2ccc(OC(F)(F)F)cc2)C[C@@H]2CC[C@H]1N2C(=O)NCCOc1ccccc1Cl | ? | ? | -28.3% | ? | ? | ? | -58.4* | -1.8% | 27.5%
CC1=CC2OC3CC4OC(=O)C=CC=CC(C(C)O)OCC(O)C(C)CC(=O)OCC2(CC1O)C4(C)C31CO1 (centres undefined) | -68.7% | ? | 4.3% | · | -106.6% | 0.058µM* | -115.8* | -2.4% | 48.0%
O=P(Oc1ccc(-c2ccccc2)cc1)(N1CC1)N1CC1 | 16.5% | i | -11.4% | 0.8% | -36.5% | -2.5% | -6.7 | 0.2% | 0.9%
Cc1ccc(N=C(N(C)C)P(=O)(N(C)C)N(C)C)cc1 | 6.0% | i | -5.8% | 2.6% | 9.4% | -0.1% | -14.3 | -1.7% | -4.8%
C#CC1(OC(=O)c2ccccc2)CC(C)N(C)CC1C (centres undefined) | · | ? | -24.5% | -1.8% | -6.9% | 3.3% | 1.2 | -0.7% | 0.3%
COc1ccc(OCC(=O)Nc2ccc(Cl)cc2C(=O)c2ccccc2)cc1 | -8.0% | i | -12.7% | -13.3% | 6.3% | ? | 58.7 | 0.4% | -3.0%
CN(C)S(=O)(=O)c1cc(NC(=O)COC(=O)Cc2ccccc2)ccc1Cl | -8.1% | ? | -10.2% | 21.2% | -15.2% | 13.7% | 16.9 | 3.8% | 0.2%
CC(C)N1CCN(c2ccc(O)cc2)CC1 | -18.5% | i | 0.3% | -14.8% | -1.0% | -19.8% | 18.9 | 0.0% | 16.9%
COc1ccc(NC(=O)CCCn2c(=O)oc3ccccc32)cc1Cl | 82.0%[activator] | i | -1.8% | -0.1% | -2.9% | ? | ? | 0.6% | 2.9%
CCCCCCCn1c(=O)c(C(=O)Nc2cnccn2)c(O)c2ccccc21 | ? | i | 4.3% | ? | -20.7% | 4.11µM* | · | 7.5% | 3.66µM*
CN1C(=O)C(=Cc2cn(CC(=O)N3CCCCC3)c3ccccc23)C(=O)N(C)C1=O | 10.0% | i | 14.6% | -11.8% | 9.5% | ? | 16.1 | 0.3% | -2.7%
CCCc1[nH]nc2c1C1(C(=O)N(Cc3ccccc3)c3ccccc31)C(C(=O)OC)=C(N)O2 (centres undefined) | 5.6% | i | -17.6% | -1.6% | ? | -5.4% | 27.1 | 0.5% | 2.1%
COc1ccc(S(=O)(=O)N(C)C[C@H]2OCCCC[C@@H](C)Oc3ccc(N(C)C)cc3C(=O)N([C@H](C)CO)C[C@@H]2C)cc1 | -11.9% | ? | -11.0% | · | -6.3% | · | -24.1 | 6.0% | ·
O=c1[nH]c(=S)n(Cc2ccc(F)cc2)c(O)c1/C=N/N1CCCCC1 | -13.9% | i | -14.5% | -1.4% | -12.6% | -19.4% | -11.0 | -0.3% | 29.3%
COc1nc2ccccc2c(=O)n1-c1ccc(Cl)cc1 | 6.9% | i | 0.4% | 0.9% | -5.5% | ? | 17.5 | 4.3% | ?
CCOC(=O)Cn1c(=O)oc2cc(S(=O)(=O)N3CCN(c4ccccc4F)CC3)ccc21 | -10.7% | i | -18.3% | ? | -20.0% | 2.9% | · | -0.2% | ·
Cc1ccc(NC(=O)c2cn(CCC#N)nc2-c2ccc3c(c2)OCCO3)c([N+](=O)[O-])c1 | -5.8% | i | -0.1% | 1.8% | 5.1% | -11.8% | -12.2 | 0.5% | 1.1%
Cc1ccccc1-n1c(/C=C/c2ccccc2F)nc2ccccc2c1=O | · | · | -5.9% | -1.7% | · | -23.6% | · | 8.3% | ·
CCOC(=O)[C@]12Cc3cc(OC)ccc3[C@H]1N(C(C)C)C(=O)c1cc(OC)ccc12 | ? | 14.1µM* | · | · | · | · | -116.6* | -4.3% | ·
CCC(=O)N1CC(=O)Nc2ccc(Br)cc2C1c1ccccc1 (centres undefined) | 1.1% | i | -2.8% | 2.5% | -6.1% | 12.3% | 11.9 | 0.2% | 1.7%
CC(C)OP(=O)(OC(C)C)C(NC(=O)c1ccccc1Br)C(N)=O (centres undefined) | 14.4% | i | -30.0% | 1.1% | -1.3% | -2.2% | 22.5 | -0.3% | 0.5%
Clc1cnc(Oc2ccc(Oc3ncc(Cl)cc3Cl)cc2)c(Cl)c1 | 2.4% | i | -3.9% | 0.0% | 3.6% | 0.0% | 11.7 | -0.7% | ?
O=C(COc1ccc2ccccc2c1)N1CCN(C2CCN(Cc3ccccc3)CC2)CC1 | -21.8% | i | -28.6% | 8.5% | 0.0% | -4.6% | -18.9 | -0.3% | -182.1%[0.0737 µM]
Cc1[nH]n(-c2ccccc2)c(=O)c1C(c1ccc([N+](=O)[O-])cc1)c1c(C)[nH]n(-c2ccccc2)c1=O | -25.9% | ? | -34.0% | -14.6% | ? | -5.1% | -12.8 | 4.3% | 23.1µM*
CC1CC(OC(=O)c2ccccc2)CC(C)N1C (centres undefined) | 0.0% | i | 8.9% | 1.5% | -1.1% | 8.3% | -8.7 | -0.1% | 8.5%

Additional compounds
SMILES | ATXN2 expr inh | ATXN viability | HepG2 viability | A549 viability | TGFb inhibitor | Nrf2 inh | IL-1B inflam inh | Nrf2 activator | MCF10A rereplic
CC(C)CN1Cc2ccccc2-n2nncc2C1 | 2.5% | i | 2.3% | · | 7.2% | · | 34.4 | 0.3% | ·
CN1OCC2Cn3c(nc4ccccc43)C21 (centres undefined) | 1.5% | i | -13.3% | 1.8% | -0.3% | 0.9% | 41.5 | -1.1% | 0.3%
O=c1c2ccccc2nc(-c2cccs2)n1-c1cnccn1 | 3.7% | i | -6.9% | -1.6% | 13.6% | 1.2% | -8.0 | 0.4% | 3.8%
CCCCc1ccc(C(=O)O)nc1 | -0.2% | i | -3.8% | -9.1% | 5.1% | 6.4% | 12.9 | -1.2% | ?
Cc1sc2ccccc2c1CC1=NCCN1 | -33.4% | i | -17.0% | 15.2% | -26.7% | -1.0% | -22.4 | 4.6% | ?
Cc1oc(-c2ccccc2Cl)nc1CN1C(=O)CN=C(c2ccccc2)c2ccccc21 | -19.4% | ? | -12.4% | -11.6% | 15.8µM* | ? | ? | 0.4% | ?
C[C@@H]1COc2cc(N3CCN(C)CC3)ccc2S(=O)(=O)N1 | 2.2% | i | · | · | · | · | 22.1 | -0.8% | ·
Cc1ccc(CN2CC3CC(C2)c2cccc(=O)n2C3)cc1 (centres undefined) | -19.7% | i | -17.1% | -5.2% | -5.7% | -0.1% | -6.5 | -0.6% | -0.6%
CCCCOC(=O)c1ccccc1C(=O)OCCCC | · | ? | 3.3% | 2.2% | -3.4% | -1.3% | 0.2 | -0.7% | -2.8%
CCCCOc1ccc(C(=O)N2CC(=O)Nc3ccc(Br)cc3C2c2ccc(F)cc2)cc1 (centres undefined) | ? | ? | -13.7% | -5.7% | -36.0% | -25.1%[9.27 µM] | · | -0.8% | ·
CN1CC=C(/C=C/c2ccc(-c3ccccc3)cc2)CC1 | · | ? | 11.2µM* | 0.9% | ? | 5.7% | ? | 1.1% | 16.4µM*
Cc1sc2ncn(CC(=O)NCCCC(=O)N3CCC4(CC3)OCCO4)c(=O)c2c1C | 12.3% | i | 7.1% | 9.6% | -4.1% | 8.3% | 20.3 | 0.1% | 1.2%
CCOC(=O)c1cccc(NC(=O)c2c(O)[nH]c(=O)[nH]c2=O)c1 | -16.5% | i | -23.9% | 0.7% | ? | -2.1% | -4.1 | -0.7% | 23.3%
C=C1C(=O)OC2CC3(C)OC3CCC(C)=CC(OC(C)=O)C12 (centres undefined) | ? | · | -99.9% | -14.8% | 17.8µM* | ? | -100.3* | -3.0% | 5.17µM*
CCOC(=O)c1oc2ccccc2c1NC(=O)CN1CCN(C)CC1 | 4.7% | ? | 3.5% | 1.3% | -0.1% | 16.9% | -2.8 | 0.1% | 2.0%
COC(=O)[C@@H]1N=C(c2ccc(OC)cc2)O[C@]12C(=O)N(Cc1ccc(OC)cc1)c1ccccc12 | 0.8% | i | · | · | · | · | 0.0 | 3.4% | ·
CCc1ccccc1N1C(=O)/C(=C/c2ccc(N3CCN(C)CC3)o2)C(=O)NC1=S | 5.3% | ? | -8.9% | ? | 0.0% | 11.9% | -1.1 | 0.0% | -2.8%
C[C@]12CCC(=O)C[C@@H]1CC[C@@H]1[C@@H]2CC[C@]2(C)[C@@H](O)CC[C@@H]12 | -2.7% | i | -16.6% | -3.9% | -7.3% | -7.1% | 21.7 | -0.3% | -35.9%&12.5%[inhibitor]
CCC(C(=O)N1CCC2(CC1)OCCO2)n1c2ccccc2c2nc(=O)cc(C)n21 (centres undefined) | -2.7% | i | 0.6% | -2.1% | -0.8% | -8.2% | 28.3 | 0.6% | 9.8%
N#Cc1c(Br)n(C2OC(CO)C(O)C2O)c2ncnc(N)c12 (centres undefined) | 2.51µM* | ? | -13.0% | ? | ? | 339.4% | -68.9* | -0.5% | ?
CCC(=NCCc1c[nH]c2ccccc12)c1c(O)n(-c2ccc(C)cc2)c(=O)[nH]c1=O | -4.2% | i | -22.5% | ? | -4.5% | ? | 8.4 | 2.4% | ?

Quoted at random: two records from the list
SMILES | ATXN2 expr inh | ATXN viability | HepG2 viability | A549 viability | TGFb inhibitor | Nrf2 inh | IL-1B inflam inh | Nrf2 activator | MCF10A rereplic
O=C(COc1ccc2ccccc2c1)N1CCN(C2CCN(Cc3ccccc3)CC2)CC1 | -21.8% | i | -28.6% | 8.5% | 0.0% | -4.6% | -18.9 | -0.3% | -182.1%[0.0737 µM]
CCC(=NCCc1c[nH]c2ccccc12)c1c(O)n(-c2ccc(C)cc2)c(=O)[nH]c1=O | -4.2% | i | -22.5% | ? | -4.5% | ? | 8.4 | 2.4% | ?
